Vif-A3G inh – inhibitors of Vif-APOBEC3G interaction; Q9HC16; Potency, µM (highest dose often 46.1 µM), for inactives: at the top dose activity, negative = active, most hits filed as inhibitors; hit rate 0.076% among 410,000; AID 602310; HeLa A3G-eYFP + Vif (tagged APOBEC3G with the HIV-1 protein that degrades it), YFP fluorescence, overnight;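 further: potency means the concentration at half of the fitted maximal effect; on the % scale 0 is the no-effect control and ±100 the full control effect; nearly all actives have a fitted effect of over 60% in size; hits raise eYFP signal because A3G escapes Vif-driven loss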
Target sequence (Q9HC16 whole entry, looked up): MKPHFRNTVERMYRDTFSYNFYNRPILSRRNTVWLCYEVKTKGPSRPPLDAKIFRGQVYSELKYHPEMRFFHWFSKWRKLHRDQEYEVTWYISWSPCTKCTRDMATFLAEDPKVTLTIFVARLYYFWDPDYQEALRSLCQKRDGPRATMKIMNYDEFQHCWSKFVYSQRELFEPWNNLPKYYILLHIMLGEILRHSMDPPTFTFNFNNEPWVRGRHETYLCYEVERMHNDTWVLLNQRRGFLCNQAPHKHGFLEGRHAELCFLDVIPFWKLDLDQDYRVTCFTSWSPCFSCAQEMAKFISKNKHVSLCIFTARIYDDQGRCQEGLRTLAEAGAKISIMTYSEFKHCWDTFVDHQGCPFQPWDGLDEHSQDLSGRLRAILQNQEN
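Read-out is eYFP fluorescence (Ex 488/Em 500-530) from Vif-expressing HeLa A3G-eYFP cells; more signal means A3G escaped Vif-mediated degradation. Cells plated overnight, compound pinned in, incubated overnight at 37 deg C.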
mIDH1 inhibitor – inhibitors of human mutant IDH1 R132H; IDH1-R132H enzyme, NADPH consumption, diaphorase/resazurin fluorescence; Potency, µM (doses to about 76.6 µM), for inactives: at the top dose activity change, negative = inhibition, actives largely listed as inhibitors; hit rate 0.093% among 390,000; AID 602179; further: potency means the concentration at half of the fitted maximal effect; on the % scale 0 is the no-effect control and ±100 the full control effect; nearly all actives have a fitted effect of over 65% in size
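IDH1-R132H (0.5 ug/mL) preincubated 30 min with compound, then NADPH (0.016 mM) and alpha-KG (2 mM) added; 80 min at RT, pH 7.5. Remaining NADPH coupled via diaphorase/resazurin to fluorescence (540/590 nm); concentration-response curves normalized to no-enzyme control.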
Vif-A3F inh – inhibitors of Vif-A3F interaction; HeLa A3F-eYFP + Vif (tagged APOBEC3F with the HIV-1 protein that degrades it), YFP fluorescence increase; Potency, µM (top dose mostly 46.1 µM), for inactives: top-dose activity, negative = active; hit rate 0.2% among 390,000; further: potency means the concentration at half of the fitted maximal effect; % of control where 0% means no effect; nearly all actives have a fitted effect of over 65% in size
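HeLa cells stably expressing Vif plus C-terminally eYFP-tagged A3F were seeded, incubated overnight at 37 deg C, dosed with compound, incubated overnight again at 37 deg C. Yellow fluorescence (Ex 488/Em 500-530) reported blocked Vif-mediated A3F-eYFP degradation.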
TrxR1 substrate – is turned over as a substrate by rat TrxR1. O89049. purified TrxR1 substrate turnover, NADPH consumption readout. Potency, µM (top dose mostly 114 µM), for the others: top-dose activity change, negative = substrate turnover. hit rate 0.01% among 390,000; further: potency means the concentration at half of the fitted maximal effect; on the % scale 0 is the no-effect control and ±100 the full control effect; nearly all actives have a fitted effect of over 50% in size
Target sequence (O89049 whole entry, looked up): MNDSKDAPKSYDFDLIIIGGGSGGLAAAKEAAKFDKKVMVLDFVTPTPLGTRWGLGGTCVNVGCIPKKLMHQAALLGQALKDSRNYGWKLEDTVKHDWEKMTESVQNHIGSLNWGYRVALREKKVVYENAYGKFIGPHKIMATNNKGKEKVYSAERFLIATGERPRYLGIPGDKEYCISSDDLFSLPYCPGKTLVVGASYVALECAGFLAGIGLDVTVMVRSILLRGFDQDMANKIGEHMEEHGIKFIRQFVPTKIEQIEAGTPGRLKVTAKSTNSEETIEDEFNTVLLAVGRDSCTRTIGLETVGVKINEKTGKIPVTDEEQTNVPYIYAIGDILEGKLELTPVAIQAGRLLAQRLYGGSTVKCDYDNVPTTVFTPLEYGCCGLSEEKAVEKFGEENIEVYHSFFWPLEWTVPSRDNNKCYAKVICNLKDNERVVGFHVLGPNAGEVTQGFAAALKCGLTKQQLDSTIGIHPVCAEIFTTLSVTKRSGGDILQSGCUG
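Rat TrxR1, dispensed at 90 nM, was prereduced with 400 uM NADPH (final) for 5 min at ~22 deg C, then incubated with compound 15 min before 400 uM selenite. A first-read NADPH fluorescence drop versus no-compound background flagged substrates.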
LDHA inh – inhibitors of human lactate dehydrogenase A | purified LDHA, NADH/diaphorase-resazurin fluorescence; active compounds read low | hit rate 0.15% among 480,000 | activity change, % (values are at about 110 or 230 µM) | AID 1347041 | P00338; in the data active means activity change below about -30%; inconclusive means mostly about -25% to -30%;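 further: plate controls were DMSO wells for no effect and wells without enzyme for full effect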
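LDH5 2 nM; NADH 0.06 mM, pyruvate 0.2 mM; 200 mM Tris pH 7.4, EDTA, Tween-20; 5 min RT. Detection: diaphorase 0.133 mg/mL + resazurin 37 µM, fluorescence ex540/em590 at 0 and 20 min; normalized to enzyme-free and DMSO wells.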
RGS4 inh – inhibitors of human regulator of G protein signaling 4. Transcreener GDP fluorescence polarization, RGS4-accelerated GTP hydrolysis. hit rate 0.039% among 390,000. P49798. Potency, µM (highest dose often 114 µM), without a hit: at the highest dose activity change, negative = inhibition, usual class: inhibitors; further: potency means the concentration at half of the fitted maximal effect; on the % scale 0 is the no-effect control and ±100 the full control effect; nearly all actives have a fitted effect of over 75% in size; some results filed as inactive show a strong effect at the top dose
Target sequence (P49798 whole entry, looked up): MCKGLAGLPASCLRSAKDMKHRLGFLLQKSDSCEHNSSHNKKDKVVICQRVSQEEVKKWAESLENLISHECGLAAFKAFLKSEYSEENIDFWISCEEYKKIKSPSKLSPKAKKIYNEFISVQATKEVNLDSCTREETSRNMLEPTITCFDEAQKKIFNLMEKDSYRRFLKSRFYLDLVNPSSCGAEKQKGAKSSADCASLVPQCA
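MLSMR compounds (23 nl, pin-transferred) preincubated 10 min at room temperature with a 500nM (2x) first reagent, then RGS4 at 900nM (2x) plus Transcreener GDP mix added; fluorescence polarization (620/688 nm) read before and after 90 min at 30 °C.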
Glioma ERSR ind – inducers of ER stress response in human glioma cells. U87-MG GRP78 promoter luciferase reporter, 16 h. Potency, µM, without a hit: top-dose activation, most hits filed as activators. hit rate 0.02% among 420,000; further: potency means the concentration at half of the fitted maximal effect; series mostly up to about 76 µM; % of control where 0% means no effect; nearly all actives have a fitted effect of over 35% in size
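Stably transfected U87-MG human glioma cells carrying a GRP78-based luminescent sensor were seeded at 1000 cells/well, pin-dosed with compounds and incubated 16 h. Luciferase reagent was then added, and end-point luminescence was read after 10 min at room temperature.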
USP1 inh – USP1/UAF1 (human) deubiquitinase inhibition. O94782. recombinant USP1/UAF1, Ub-Rhodamine cleavage fluorescence. Potency, µM (series often up to 57.1 µM), without a hit: at the highest dose activity change, negative = inhibition, usual class: inhibitors. hit rate 0.23% among 390,000. AID 743255; further: potency means the concentration at half of the fitted maximal effect; on the % scale 0 is the no-effect control and ±100 the full control effect; nearly all actives have a fitted effect of over 60% in size; inactives centre near -12
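High-throughput fluorogenic screen: 1nM USP1/UAF1 complex, Ub-Rho substrate 150nM final, 50mM HEPES pH 7.8 with 0.5mM EDTA, 0.1 mg/ml BSA, 1mM TCEP and 0.01% Tween-20.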
rTrxR1 inhibitor – rat TrxR1 inhibition. O89049. recombinant rTrxR1, NADPH fluorescence consumption, selenite substrate. Potency, µM (titrated, usually from 114 µM), without a hit: at the top dose activity change, negative = inhibition, actives largely listed as inhibitors. hit rate 1% among 390,000; further: potency means the concentration at half of the fitted maximal effect; on the % scale 0 is the no-effect control and ±100 the full control effect; nearly all actives have a fitted effect of over 65% in size
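Rat TrxR1 (90 nM in the dispensed reagent) was pre-reduced with 400 uM NADPH for 5 min at room temperature, then incubated with compound for 15 min. After 400 uM selenite was added, NADPH fluorescence (Ex 340/Em 450 nm) was followed for 8 min.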
* = called active by the depositor; ? = inconclusive; . = no result given; & = joins results of further samples; [ ] = remark or other dose. Unless noted, the call rests on the fitted dose curve; in most records, active means well fitted curve in the direction sought with a large enough effect; inconclusive means small, poorly fitted or top-dose-only effect, or another doubt; inactive means no such curve, though single readings can be large; an effect the other way counts as inactive or inconclusive.

# | mol | TrxR1 substrate | Vif-A3F inh | Vif-A3G inh | mIDH1 inhibitor | RGS4 inh | USP1 inh | rTrxR1 inhibitor | LDHA inh | Glioma ERSR ind
1 | CS(=O)(=O)c1ccc2nc(NC(=O)c3ccc(NS(=O)(=O)c4cccc([N+](=O)[O-])c4)cc3)sc2c1 | -8% | 0% | -15% | 2% | -44% | -1% | -8% | -14 | 0%
2 | CSC1=N/C(=C\c2ccc(C)s2)C(=O)S1 | -9% | -2% | -2% | 7% | -33% | -22% | -19% | -4 | 0%
3 | Cc1ccc(-c2noc(Cn3nc(C(=O)O)c4ccccc4c3=O)n2)cc1 | -2% | -1% | 1% | -8% | -9% | -15% | 14% | -2 | -5%
4 | CCOC(=O)C1(COCc2ccccc2)CCCCC1=O (stereo not given) | . | -3% | -1% | 5% | . | -2% | . | -6 | 2%
5 | O=C(COC(=O)C1CC2C=CC1C2)NCCc1ccccc1 (stereo not given) | -4%[57.1 µM] | 3% | 4% | 4% | -14% | -5% | 30%[57.1 µM] | -6 | 0%
6 | Cc1ccccc1N(C)C(=O)C1CCCN(c2ncnc3c2nc2n3CCCCC2)C1 (stereo not given) | -10% | 2% | 0% | 1% | 17% | -17% | 1% | -2 | -2%
7 | CC1Cc2ccccc2N1C(=O)c1ccc2c(c1)OCO2 (stereo not given) | 1% | -5% | 0% | 0% | -12% | -27% | 7% | 0 | 11%
8 | CCCSC1=C(C#N)C(c2ccc(O)c(OC)c2)CC(=O)N1 (stereo not given) | 2% | 1% | -1% | 7% | -20% | -23% | 13% | 4&-17 | -5%
9 | Nc1nnc(SCC(=O)N2CCCCC2)s1 | 0% | 1% | 3% | 0% | 6% | -10% | 25% | -14 | -4%
10 | COc1ccc(C(=O)C2CCCN(C(=O)CCc3ccccn3)C2)c(C)c1 (stereo not given) | -3% | 3% | 2% | -2% | 0% | -19% | 4% | 0 | -2%

Next structures
# | mol | TrxR1 substrate | Vif-A3F inh | Vif-A3G inh | mIDH1 inhibitor | RGS4 inh | USP1 inh | rTrxR1 inhibitor | LDHA inh | Glioma ERSR ind
11 | COc1cccc(C2=NN(S(C)(=O)=O)C(c3cn(-c4ccccc4)nc3-c3cccs3)C2)c1 (stereo not given) | 4% | -1% | 2% | 1% | -6% | -13% | 15% | -1 | 1%
12 | CCn1c(SCc2nc(CC(=O)Nc3ccccc3OC)no2)nnc1-c1cccs1 | 1% | 15% | -5% | 5% | -18% | -20% | 12% | -3 | -2%
13 | CCOC(=O)C(=CNc1ccc(C#N)cc1)C(=O)OCC | -13% | -1% | -2% | 12% | 7% | -7% | -7% | -2 | -2%
14 | Cc1cn(CCOc2ccc(Cl)cc2)c(=O)[nH]c1=O | -1% | 4% | -6% | -7% | 10% | -11% | 6% | -11 | -10%
15 | CC(=O)c1cccc(N(CC(=O)Nc2cccnc2)S(C)(=O)=O)c1 | -7% | -7% | 0% | -2% | -17% | 0% | -4% | -2 | -3%
16 | Cc1nc(C)c(C(=O)Nc2ccccc2)s1 | 5%[57.1 µM] | 3% | 1% | 2% | 3% | 0% | 8%[57.1 µM] | -9 | 0%
17 | CCn1[nH]c(=O)c(=Nc2c(C)n(C)n(-c3ccccc3)c2=O)cc1-c1ccc(Cl)cc1 | -6% | 0% | -7% | -1% | 10% | 6% | -5% | -8 | -3%
18 | COc1ccc(CN2CC(C(=O)NCc3ccc4c(c3)OCO4)CC2=O)cc1 (stereo not given) | 4%[57.1 µM] | 2% | 0% | 1% | -4% | 3% | 19% | 0 | -5%
19 | C=CCn1c(=O)c(CCC(=O)Nc2ccc(N3CCOCC3)cc2)nc2cc(C(F)(F)F)ccc21 | -16% | 4% | 2% | -17% | -12%[11.4 µM] | -20% | -21% | 5 | 3%
20 | C/C(=N\NC(=S)NCc1ccccc1)c1ccc2c(c1)OCCO2 | -16% | 3% | 6% | -3% | -8% | -21% | -24% | -1 | 3%

4 entries from above in another layout:
Order of values – TrxR1 substrate	Vif-A3F inh	Vif-A3G inh	mIDH1 inhibitor	RGS4 inh	USP1 inh	rTrxR1 inhibitor	LDHA inh	Glioma ERSR ind
[15] CC(=O)c1cccc(N(CC(=O)Nc2cccnc2)S(C)(=O)=O)c1
    -7%	-7%	0%	-2%	-17%	0%	-4%	-2	-3%
[16] Cc1nc(C)c(C(=O)Nc2ccccc2)s1
    5%[57.1 µM]	3%	1%	2%	3%	0%	8%[57.1 µM]	-9	0%
[17] CCn1[nH]c(=O)c(=Nc2c(C)n(C)n(-c3ccccc3)c2=O)cc1-c1ccc(Cl)cc1
    -6%	0%	-7%	-1%	10%	6%	-5%	-8	-3%
[18] COc1ccc(CN2CC(C(=O)NCc3ccc4c(c3)OCO4)CC2=O)cc1 (stereo not given)
    4%[57.1 µM]	2%	0%	1%	-4%	3%	19%	0	-5%

Following part
# | mol | TrxR1 substrate | Vif-A3F inh | Vif-A3G inh | mIDH1 inhibitor | RGS4 inh | USP1 inh | rTrxR1 inhibitor | LDHA inh | Glioma ERSR ind
21 | CCc1ccccc1N(CC(=O)NCc1ccccc1)C(=O)CCC(=O)Nc1ccccn1 | 9% | -5% | -7% | 15% | -13% | -9% | 8% | -1 | -5%
22 | O=C(Nc1ccc2nn(-c3ccccc3)nc2c1)c1ccc(Br)o1 | 16%[57.1 µM] | -6% | -15% | 7% | -35% | -18% | ? | 3 | -1%
23 | CC(C(=O)OCC(=O)NC1CCCCC1)N1C(=O)c2ccccc2C1=O (stereo not given) | 4% | -13% | -2% | -6% | -16% | -4% | 6% | 0 | -1%
24 | O=C(NCc1cccs1)Nc1cccs1 | -1% | 2% | -2% | 2% | -40% | 4% | -15% | 0 | 2%
25 | Cc1ccc(NC(=O)/C=C/C(=O)O)c([N+](=O)[O-])c1 | -7% | -3% | -9% | 1% | 11% | -8% | ? | -2 | -2%
26 | O=C(CCn1c(=O)oc2ccccc21)Nc1ccc2c(c1)OCCO2 | -5% | 9% | -2% | 15% | -2% | -19% | 19%[57.1 µM] | -1 | -2%
27 | O=C(Oc1ccccc1)Oc1ccc2c(c1)oc(=O)c1ccccc12 | 3%[57.1 µM] | -1% | 0% | -3% | -12% | -13% | 10%[57.1 µM] | -2 | -4%
28 | CC(=O)NCC1CCCN(Cc2cn(-c3ccccc3)nc2-c2ccc3c(c2)OCO3)C1 (stereo not given) | 17% | 8% | 5% | 3% | -2% | -15% | 18%[57.1 µM] | -3 | -2%
29 | COc1ccc([C@@H]2Sc3cc(OC)ccc3N(CCN(C(C)C)C(C)C)C(=O)[C@H]2OC(C)=O)cc1 | 0%[57.1 µM] | -1% | 0% | 8% | 4% | 3% | 2%[57.1 µM] | -4 | -3%
30 | COc1ccc(C)cc1-n1c(SCC(=O)NC2CC2)nc2ccccc2c1=O | 3% | 2% | 2% | -9% | 8% | -17% | 8% | -4 | 3%

(list continues)
# | mol | TrxR1 substrate | Vif-A3F inh | Vif-A3G inh | mIDH1 inhibitor | RGS4 inh | USP1 inh | rTrxR1 inhibitor | LDHA inh | Glioma ERSR ind
31 | Cc1cccc(Nc2nccc(N(C)C)c2C#N)c1 | 5%[57.1 µM] | 9% | -1% | -4% | -18% | -19% | 13%[57.1 µM] | -7 | 0%
32 | COc1ccccc1N1CCN(C(=O)C2CCN(C(=O)c3ccc(C(C)(C)C)cc3)CC2)CC1 | -3% | 6% | 1% | 2% | -12% | -22% | 5% | 3 | 1%
33 | O=c1c(N2CCc3ccccc3C2)csc2ccc(Cl)cc12 | 1%[57.1 µM] | -6% | 0% | -8% | -45% | -25% | 14%[57.1 µM] | -4 | 3%
34 | CCCOc1ccc(-c2nc3ccc(Br)cc3c(=O)o2)cc1 | -7% | 1% | 3% | 0% | -4% | ? | 3% | -3 | -1%
35 | O=C(NNC(=O)c1cccs1)c1ccccc1 | -7%[0.0914 µM] | 8% | 0% | 6% | -7% | -10% | -6%[57.1 µM] | -3 | -4%
36 | COC(=O)Cn1cnc2c(oc3ccccc32)c1=O | 5% | -5% | -3% | 4% | 12% | -19% | 25% | -10 | 3%
37 | Cc1ccc(NC(=O)C(=O)NN)cc1 | 2% | -6% | 2% | -10% | 35% | -4% | 20% | -5 | -4%
38 | O=C(CSc1nc2ccccc2s1)NNC(=S)Nc1ccccc1 | 2% | -12% | -2% | -2% | ? | 0% | ? | -1 | -3%
39 | CCN(CC)c1ccc(C(=O)OCC(=O)NC(C)(C)C)cc1 | -13% | -8% | 0% | 8% | -11% | -10% | -3% | -3 | 3%
40 | CCCCc1c(O)n2c(nc3ccccc32)[nH]c1=O | -8%[57.1 µM] | -1% | 0% | 14% | -44% | -14% | 9%[57.1 µM] | -5 | 1%
41 | CCc1ccc(C2=CC(c3cc(Br)ccc3F)n3ncnc3N2)cc1 (stereo not given) | 26% | -9% | -1% | -1% | -9% | -13% | ? | 2 | -1%
42 | CC1CN(C(=O)COC(=O)c2cccc(S(=O)(=O)N3CCc4ccccc43)c2)CC(C)O1 (stereo not given) | -9%[2.29 µM] | 6% | -2% | 6% | 5% | -15% | -12%[2.29 µM] | -4 | -5%

Source: PubChem BioAssay

The list is partial, so the mix of outcomes need not match the whole.
